# TcdB GH inh: TcdB glycohydrolase inhibitors, primary screen, biochemical, single point, plate reader; Toxin B (Clostridioides difficile), P18177; TcdB glycohydrolase enzymatic assay; inhibition, % at 9.99 µM; hit rate 0.24% among 350,000; in the data active = inhibition above about 10%
# Target sequence (P18177 whole entry, looked up): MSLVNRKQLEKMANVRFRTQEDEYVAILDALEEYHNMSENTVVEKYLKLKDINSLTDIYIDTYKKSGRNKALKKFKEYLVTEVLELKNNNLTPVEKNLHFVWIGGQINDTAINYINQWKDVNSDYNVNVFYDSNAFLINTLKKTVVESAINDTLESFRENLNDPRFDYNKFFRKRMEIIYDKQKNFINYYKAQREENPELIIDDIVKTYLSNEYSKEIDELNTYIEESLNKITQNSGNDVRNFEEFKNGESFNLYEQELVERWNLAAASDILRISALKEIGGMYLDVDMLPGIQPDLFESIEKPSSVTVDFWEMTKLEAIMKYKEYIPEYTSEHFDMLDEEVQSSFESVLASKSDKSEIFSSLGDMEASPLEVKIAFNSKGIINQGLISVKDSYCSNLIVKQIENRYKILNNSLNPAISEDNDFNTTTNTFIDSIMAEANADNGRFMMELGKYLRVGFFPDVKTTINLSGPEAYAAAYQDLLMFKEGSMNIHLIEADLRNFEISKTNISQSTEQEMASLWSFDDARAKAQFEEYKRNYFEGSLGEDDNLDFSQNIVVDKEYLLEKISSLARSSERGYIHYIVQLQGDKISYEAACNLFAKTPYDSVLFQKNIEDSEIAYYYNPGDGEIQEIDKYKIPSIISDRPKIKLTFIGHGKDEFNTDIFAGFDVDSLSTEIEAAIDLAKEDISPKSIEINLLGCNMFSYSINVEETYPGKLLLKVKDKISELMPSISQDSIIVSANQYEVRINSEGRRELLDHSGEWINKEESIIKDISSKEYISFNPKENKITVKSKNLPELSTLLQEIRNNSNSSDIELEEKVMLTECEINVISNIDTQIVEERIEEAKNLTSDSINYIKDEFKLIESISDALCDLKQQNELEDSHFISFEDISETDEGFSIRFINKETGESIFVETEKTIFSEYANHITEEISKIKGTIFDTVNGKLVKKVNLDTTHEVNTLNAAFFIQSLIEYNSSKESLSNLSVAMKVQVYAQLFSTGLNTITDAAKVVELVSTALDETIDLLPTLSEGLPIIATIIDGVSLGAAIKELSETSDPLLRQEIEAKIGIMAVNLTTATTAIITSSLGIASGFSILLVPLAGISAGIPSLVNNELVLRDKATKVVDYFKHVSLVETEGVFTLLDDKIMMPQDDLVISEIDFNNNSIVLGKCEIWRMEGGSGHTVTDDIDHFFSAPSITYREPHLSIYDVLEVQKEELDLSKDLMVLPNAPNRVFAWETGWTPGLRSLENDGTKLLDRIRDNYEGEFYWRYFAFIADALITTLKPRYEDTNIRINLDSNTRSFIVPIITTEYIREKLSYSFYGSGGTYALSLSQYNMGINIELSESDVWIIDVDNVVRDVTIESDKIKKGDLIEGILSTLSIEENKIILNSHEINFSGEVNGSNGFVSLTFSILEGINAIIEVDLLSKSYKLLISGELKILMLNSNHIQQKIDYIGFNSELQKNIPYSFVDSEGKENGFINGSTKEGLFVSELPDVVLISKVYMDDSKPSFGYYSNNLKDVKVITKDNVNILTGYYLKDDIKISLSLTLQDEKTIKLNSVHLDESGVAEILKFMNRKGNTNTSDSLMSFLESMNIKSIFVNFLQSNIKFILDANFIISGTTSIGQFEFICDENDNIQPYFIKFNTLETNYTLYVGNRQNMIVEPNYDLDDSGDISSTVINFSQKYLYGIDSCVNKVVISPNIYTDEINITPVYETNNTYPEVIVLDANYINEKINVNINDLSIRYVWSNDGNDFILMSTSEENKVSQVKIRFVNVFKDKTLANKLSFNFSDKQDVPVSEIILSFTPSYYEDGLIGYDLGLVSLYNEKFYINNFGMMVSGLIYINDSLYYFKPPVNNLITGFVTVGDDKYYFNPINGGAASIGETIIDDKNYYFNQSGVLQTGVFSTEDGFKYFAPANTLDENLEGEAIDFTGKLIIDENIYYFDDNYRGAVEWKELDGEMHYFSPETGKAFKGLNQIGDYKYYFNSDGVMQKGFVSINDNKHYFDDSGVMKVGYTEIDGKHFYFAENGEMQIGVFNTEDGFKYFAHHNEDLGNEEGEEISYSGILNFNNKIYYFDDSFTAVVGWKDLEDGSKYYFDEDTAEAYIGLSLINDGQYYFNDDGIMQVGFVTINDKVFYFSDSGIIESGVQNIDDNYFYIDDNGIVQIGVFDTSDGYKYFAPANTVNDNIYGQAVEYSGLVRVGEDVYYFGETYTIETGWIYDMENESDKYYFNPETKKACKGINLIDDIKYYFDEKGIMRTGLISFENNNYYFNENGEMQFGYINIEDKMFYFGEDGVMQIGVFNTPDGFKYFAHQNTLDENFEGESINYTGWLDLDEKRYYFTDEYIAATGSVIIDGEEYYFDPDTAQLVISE
# * = called active by the depositor. This is a subset; rates above refer to the full screens.
smiles	TcdB GH inh
Cc1noc(C)c1NC(=O)N(C)C[C@H]1Oc2c(NC(=O)c3cnccn3)cccc2C(=O)N([C@H](C)CO)C[C@H]1C	-0.1
C/C=C/c1ccc([C@@H]2[C@@H](CO)N(C(=O)NC(C)C)[C@H]2CN(C)C(C)=O)cc1	-0.3
COc1ccc(CN2CC3(CCN(C(=O)Cc4ccncc4)CC3)c3c([nH]c4cc(OC)ccc34)[C@@H]2CO)cc1	0.2
C[C@H](CO)N1C[C@H](C)[C@H](CN(C)Cc2ccc(Oc3ccccc3)cc2)Oc2ccc(NC(=O)CCN3CCOCC3)cc2C1=O	-0.6
COc1ccc(S(=O)(=O)Nc2ccc3c(c2)CC(=O)N([C@H](C)CO)C[C@H](C)[C@@H](CN(C)C)O3)cc1	0.5
C[C@@H]1CCCCO[C@H](CN(C)S(=O)(=O)c2ccc(Cl)cc2)[C@H](C)CN([C@H](C)CO)C(=O)c2cc(NS(=O)(=O)c3cccs3)ccc2O1	-0.3
C[C@@H]1CCCCO[C@H](CN(C)Cc2ccc(C(F)(F)F)cc2)[C@H](C)CN([C@@H](C)CO)C(=O)c2cc(N(C)C)ccc2O1	-15
COc1cccc(CNC(=O)C[C@H]2CC[C@H](NS(=O)(=O)c3ccccc3OC)[C@@H](CO)O2)c1	0.4
C[C@@H]1CN([C@H](C)CO)C(=O)c2cc(C#Cc3cccc(F)c3)cnc2O[C@H]1CN(C)C(=O)C1CCC1	0.9
COc1ccc(CN(C)C[C@H]2OCCCC[C@@H](C)Oc3ccc(NC(=O)NC4CCCCC4)cc3C(=O)N([C@@H](C)CO)C[C@@H]2C)cc1	-0.8
Cc1noc(C)c1NC(=O)N(C)C[C@H]1Oc2ncc(C#CC3CCCCC3)cc2C(=O)N([C@@H](C)CO)C[C@@H]1C	-1.1
COc1ccc(NC(=O)N(C)C[C@H]2Oc3c(NC(=O)Nc4ccccc4)cccc3C(=O)N([C@H](C)CO)C[C@H]2C)cc1	0.9
CCC(=O)N1[C@H](CN(C(C)C)S(C)(=O)=O)[C@@H](c2ccccc2)[C@@H]1CO	-0.9
COCC(=O)N(C)C[C@H]1Oc2ncc(C#Cc3ccc(F)cc3)cc2C(=O)N([C@@H](C)CO)C[C@H]1C	1.4
C[C@@H]1CN([C@@H](C)CO)C(=O)c2cc(NC(=O)Cn3cnnn3)ccc2O[C@@H]1CN(C)S(=O)(=O)c1ccc(Cl)cc1	-1.4
CC(C)C#Cc1ccc([C@H]2[C@@H](CO)N3CCCCN(C(=O)c4ccc5c(c4)OCO5)C[C@@H]23)cc1	0.6
CC(C)NC(=O)N(C)C[C@@H]1Oc2c(NC(=O)c3nc4ccccc4s3)cccc2C(=O)N([C@H](C)CO)C[C@H]1C	-1.6
C[C@H](O)C#Cc1ccc2c(c1)O[C@@H](CN(C)C(=O)c1ccccc1)[C@H](C)CN([C@H](C)CO)S2(=O)=O	-0.1
C[C@@H](O)C#Cc1ccc([C@@H]2[C@H]3CN(C(=O)c4ccncc4)CCCCN3[C@H]2CO)cc1	0.1
C[C@@H]1CCCCO[C@H](CN(C)Cc2ccc3c(c2)OCO3)[C@H](C)CN([C@@H](C)CO)C(=O)c2cc(NS(=O)(=O)c3ccc(Cl)cc3)ccc2O1	0.9
C/C=C/c1ccc2c(c1)O[C@@H](CN(C)C(=O)CN(C)C)[C@@H](C)CN([C@@H](C)CO)S2(=O)=O	1.4
O=C(Cc1ccccn1)N1CCCCN2[C@H](CO)[C@@H](c3ccc(-c4ccccc4)cc3)[C@@H]2C1	-1.3
O=C(C[C@@H]1CC[C@@H](NC(=O)Nc2cc(F)ccc2F)[C@@H](CO)O1)NCc1ccccn1	-0.8
CCCN(C)C[C@@H]1Oc2cc(C#Cc3cccc(F)c3)ccc2S(=O)(=O)N([C@H](C)CO)C[C@@H]1C	0.4
Cc1ccc(S(=O)(=O)Nc2ccc3c(c2)C(=O)N([C@@H](C)CO)C[C@@H](C)[C@H](CN(C)S(=O)(=O)c2ccc(C)cc2)O3)cc1	-3.0
C[C@@H]1CCCCO[C@@H](CN(C)Cc2ccncc2)[C@H](C)CN([C@@H](C)CO)C(=O)c2cc(NC(=O)Nc3ccc(C(F)(F)F)cc3)ccc2O1	-0.4
COc1cccc(-c2ccc3c(c2)O[C@@H](CN(C)C(=O)C2CCOCC2)[C@H](C)CN([C@@H](C)CO)S3(=O)=O)c1	-0.2
C[C@@H]1CN([C@@H](C)CO)C(=O)c2cc(-c3ccncc3)cnc2O[C@H]1CN(C)Cc1cccnc1	0.7
COc1ccc2c3c([nH]c2c1)[C@H](CO)N(C(C)=O)CC31CCN(C(=O)c2cccc(F)c2)CC1	-7.4
COc1ccc(S(=O)(=O)N2CCN(Cc3cccc(OCCO)c3)CC2)cc1	1.0

# Filtered by structure: those above with an aryl methoxy group
smiles	TcdB GH inh
COc1ccc(CN2CC3(CCN(C(=O)Cc4ccncc4)CC3)c3c([nH]c4cc(OC)ccc34)[C@@H]2CO)cc1	0.2
COc1ccc(S(=O)(=O)Nc2ccc3c(c2)CC(=O)N([C@H](C)CO)C[C@H](C)[C@@H](CN(C)C)O3)cc1	0.5
COc1cccc(CNC(=O)C[C@H]2CC[C@H](NS(=O)(=O)c3ccccc3OC)[C@@H](CO)O2)c1	0.4
COc1ccc(CN(C)C[C@H]2OCCCC[C@@H](C)Oc3ccc(NC(=O)NC4CCCCC4)cc3C(=O)N([C@@H](C)CO)C[C@@H]2C)cc1	-0.8
COc1ccc(NC(=O)N(C)C[C@H]2Oc3c(NC(=O)Nc4ccccc4)cccc3C(=O)N([C@H](C)CO)C[C@H]2C)cc1	0.9
COc1cccc(-c2ccc3c(c2)O[C@@H](CN(C)C(=O)C2CCOCC2)[C@H](C)CN([C@@H](C)CO)S3(=O)=O)c1	-0.2
COc1ccc2c3c([nH]c2c1)[C@H](CO)N(C(C)=O)CC31CCN(C(=O)c2cccc(F)c2)CC1	-7.4
COc1ccc(S(=O)(=O)N2CCN(Cc3cccc(OCCO)c3)CC2)cc1	1.0

# Next part
smiles	TcdB GH inh
O=C(CC1CC1)N[C@@H]1CC[C@H](CCNS(=O)(=O)c2ccc(Cl)cc2)O[C@@H]1CO	0.2
COc1cccc(-c2ccc3n(c2=O)C[C@H]2[C@H](CO)[C@@H](C(=O)NC4CCC4)N[C@@H]32)c1	-4.1
C[C@H]1CN([C@@H](C)CO)C(=O)c2cc(-c3ccccc3F)cnc2O[C@@H]1CN(C)C(=O)C1CC1	4.4
NCC[C@@H]1CC[C@H](NC(=O)C2CC2)[C@H](CO)O1	-2.7
C[C@@H]1CN([C@@H](C)CO)C(=O)c2cc(C#Cc3cccc(F)c3)cnc2O[C@H]1CN(C)CC1CCCC1	-1.1
C[C@@H]1CN([C@H](C)CO)S(=O)(=O)c2ccc(-c3ccncc3)cc2O[C@@H]1CN(C)C(=O)Nc1ccc(F)cc1	1.5
C[C@@H]1CCCCO[C@@H](CN(C)CC2CC2)[C@@H](C)CN([C@H](C)CO)C(=O)c2cc(NS(=O)(=O)c3ccc(Cl)cc3)ccc2O1	1.4
Cc1noc(C)c1NC(=O)N(C)C[C@@H]1Oc2ccc(NS(=O)(=O)c3ccccc3)cc2C(=O)N([C@H](C)CO)C[C@H]1C	1.0
CCc1csc(N2[C@H](C#N)[C@H](c3ccc(C4=CCCC4)cc3)[C@@H]2CO)n1	-1.2
CO[C@H]1CN(C)C(=O)c2ccc(NC(=O)c3cccc(Oc4ccccc4)c3)cc2OC[C@@H](C)NC[C@H]1C	-2.9
COc1ccc(NC(=O)N2CCCCN3[C@H](CO)[C@@H](c4ccc(-c5ccccc5F)cc4)[C@H]3C2)cc1	0.1
COc1ccccc1S(=O)(=O)N[C@@H]1C=C[C@H](CC(=O)NCc2cccc(F)c2)O[C@H]1CO	-0.6
CN1CCN(C(=O)C[C@@H]2CC[C@@H]3[C@H](COc4ccc(NC(=O)C5CCCCC5)cc4C(=O)N3C)O2)CC1	-4.3
C[C@H](NC(=O)C[C@H]1C=C[C@H](NC(=O)C2CCOCC2)[C@@H](CO)O1)c1ccccc1	0.1
CN(C)C(=O)[C@@H]1[C@@H](CO)[C@@H]2Cn3c(cccc3=O)[C@@H]2N1C(=O)C1CCC1	-0.9
C[C@H](CO)N1C[C@H](C)[C@H](CN(C)Cc2ccc(Cl)c(Cl)c2)Oc2c(NC(=O)c3ccncc3)cccc2C1=O	-1.5
O=C(C[C@@H]1CC[C@@H]2[C@H](COC[C@H](O)CN2C(=O)Nc2ccccc2)O1)NCCCN1CCOCC1	-0.9
CO[C@H]1CN(C)C(=O)c2cc(NS(=O)(=O)c3ccc(C)cc3)ccc2OC[C@@H](C)NC[C@H]1C	-0.6
CN1[C@@H]2c3cccc(=O)n3C[C@@H]2[C@@H](CO)[C@@H]1C(=O)NCCc1ccccc1	0.5
C[C@@H]1CN([C@H](C)CO)C(=O)c2cc(C#CC3(O)CCCC3)cnc2O[C@H]1CN(C)C(=O)Cc1ccncc1	0.6
C[C@@H]1CN([C@@H](C)CO)C(=O)c2cc(NC(=O)Nc3cccc4ccccc34)ccc2O[C@@H](C)CCCCO[C@H]1CN(C)Cc1ccccc1	1.5
C/C=C/c1ccc([C@@H]2[C@H](CO)N(CCC(F)(F)F)C23CN(C(=O)CN(C)C)C3)cc1	1.2
COc1ccc(C#Cc2cnc3c(c2)C(=O)N([C@@H](C)CO)C[C@@H](C)[C@H](CN(C)C(=O)CN(C)C)O3)cc1	0.8
C[C@@H]1CN([C@H](C)CO)C(=O)c2cccc(NC(=O)NC3CCCCC3)c2O[C@@H]1CN(C)C(=O)Nc1ccc(F)cc1	1.7
C[C@@H]1CCCCO[C@H](CN(C)Cc2ccncc2)[C@@H](C)CN([C@@H](C)CO)C(=O)c2cc(NC(=O)c3ccccc3)ccc2O1	-4.8
CCC(=O)N1CC2(C1)[C@H](c1ccc(-c3ccc(F)cc3)cc1)[C@@H](CO)N2C(=O)CC	-0.6
COc1cccc(S(=O)(=O)N[C@H]2CC[C@H](CC(=O)NCc3ccncc3)O[C@H]2CO)c1	1.2
COCC(=O)Nc1ccc2c(c1)C(=O)N(C)C[C@@H](OC)[C@@H](C)CN(CC1CCCCC1)[C@H](C)CO2	0.0
C[C@@H]1CN([C@@H](C)CO)C(=O)c2cc(NS(=O)(=O)c3ccccc3)ccc2O[C@@H]1CN(C)Cc1ccc(Cl)c(Cl)c1	-0.5
C[C@@H]1CN([C@H](C)CO)C(=O)c2cc(NC(=O)CCC(F)(F)F)ccc2O[C@@H]1CN(C)CC1CCCCC1	-0.1

# (more compounds)
smiles	TcdB GH inh
O=C(CC1CC1)Nc1ccc2c(c1)[C@@H]1C[C@H](CC(=O)N3CCCCC3)O[C@@H](CO)[C@@H]1O2	0.2
Cc1noc(C)c1NC(=O)Nc1ccc2c(c1)CC(=O)N([C@H](C)CO)C[C@H](C)[C@H](CN(C)S(=O)(=O)c1c(C)noc1C)O2	0.2
C[C@@H]1CCCCO[C@H](CN(C)S(=O)(=O)c2ccc(F)cc2)[C@@H](C)CN([C@H](C)CO)C(=O)c2cc(NC(=O)Nc3ccc4c(c3)OCO4)ccc2O1	0.3
CC(C)NC(=O)N(C)C[C@@H]1Oc2ccc(NC(=O)Nc3ccccc3)cc2C(=O)N([C@@H](C)CO)C[C@@H]1C	-0.7
CCCNC(=O)C[C@H]1CC[C@@H]2[C@@H](COc3ccc(NC(=O)c4ccc(Cl)cc4)cc3C(=O)N2C)O1	13*
COc1cccc(-c2cnc3c(c2)C(=O)N([C@H](C)CO)C[C@H](C)[C@H](CN(C)C(=O)Nc2cccc4ccccc24)O3)c1	-0.5
C[C@@H]1CN([C@@H](C)CO)C(=O)Cc2cc(NC(=O)CCC(F)(F)F)ccc2O[C@@H]1CN(C)Cc1ccc(C(=O)Nc2ccccc2N)cc1	0.0
C[C@@H]1CCCCO[C@H](CN(C)C(=O)C2CCCCC2)[C@@H](C)CN([C@H](C)CO)C(=O)c2cc(NC(=O)Nc3cccc4ccccc34)ccc2O1	-0.4
CN(C)C(=O)c1ccc(-c2ccccc2[C@H]2[C@@H](C#N)N(C(=O)C3CCCC3)[C@H]2CO)cc1	0.0
C[C@@H]1CN([C@H](C)CO)C(=O)c2cc(C#CC3(O)CCCC3)cnc2O[C@H]1CN(C)S(=O)(=O)c1cccc(F)c1	-1.9
CO[C@H]1CN(C)C(=O)c2ccc(NC(=O)Nc3cc(Cl)cc(Cl)c3)cc2OC[C@@H](C)NC[C@@H]1C	-1.1
C[C@@H]1CCCCO[C@@H](CN(C)C(=O)CCC(F)(F)F)[C@@H](C)CN([C@H](C)CO)C(=O)c2cc(NC(=O)Nc3ccc4c(c3)OCO4)ccc2O1	1.8
O=C(Nc1ccccc1F)N[C@H]1CC[C@H](CCNS(=O)(=O)c2ccc(F)cc2)O[C@H]1CO	-0.6
N#C[C@H]1[C@@H](c2ccc(C#CC3(O)CCCC3)cc2)[C@@H](CO)N1C(=O)C1CCCCC1	1.3
C[C@@H]1CN([C@@H](C)CO)C(=O)Cc2cc(NC(=O)Cc3ccccc3)ccc2O[C@H]1CN(C)Cc1ccncc1	-0.1
CN(C)C(=O)C[C@@H]1CC[C@@H]2[C@H](COc3ccc(NS(=O)(=O)c4cccc(F)c4)cc3C(=O)N2C)O1	0.0
C/C=C/c1cnc2c(c1)C(=O)N([C@@H](C)CO)C[C@@H](C)[C@H](CN(C)Cc1cncnc1)O2	-0.5
CCC(=O)N1[C@H](CO)[C@@H](c2ccccc2)C12CN(C(=O)Nc1cccc(OC)c1)C2	-0.5
COc1cccc(S(=O)(=O)N[C@H]2C=C[C@H](CC(=O)NCc3ccc(Cl)cc3)O[C@H]2CO)c1	0.7
CCNC(=O)[C@H]1[C@H](CO)[C@H]2Cn3c(ccc(-c4ccccc4OC)c3=O)[C@H]2N1CC	-0.4
O=C(C[C@@H]1CC[C@H](NS(=O)(=O)c2cccc(F)c2)[C@H](CO)O1)NCc1ccc2c(c1)OCO2	-0.8
